EBNA-1 inh – EBNA-1 DNA-binding inhibitors, primary screen, biochemical, fluorescence polarization. inhibition, % at 14.8 µM. actives 0.34% (n = 300,000). AID 1950, 2009; in the data active = inhibition above about 28%
PAFAH1B2 FP inh – PAFAH1B2 enzyme inhibitors, primary screen, biochemical, fluorescence polarization, human | actives 1.2% (n = 340,000) | recombinant PAFAH1B2, FP-rhodamine activity probe | Platelet-activating factor acetylhydrolase IB subunit alpha2 (Homo sapiens), P68402 | AID 492953, 2010 | inhibition, % at 3.39 µM;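 active = inhibition above the mean of all tested compounds plus 3 SD, cut at about 24% in these data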;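 note: 0% = enzyme with DMSO and 100% = wells lacking PAFAH1B2; many of its hits are not listed in these tables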
PAFAH1B3 inh – PAFAH1B3 enzyme inhibitors, primary screen, biochemical, fluorescence polarization, human; AID 492972, 2010; actives 0.28% (n = 340,000); inhibition, % at 3.39 µM; recombinant PAFAH1B3, FP-rhodamine probe; Platelet-activating factor acetylhydrolase IB subunit alpha1 (Homo sapiens), Q15102;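 active = inhibition above the screen-wide average of all tested compounds plus 3 SD, cut at about 25% in these data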;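 note: 0% = enzyme with DMSO only and 100% = wells lacking PAFAH1B3 protein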
LYPLA2 counter – LYPLA2 inhibitors, primary screen, counter-screen for PME1 inhibitor project, biochemical, fluorescence polarization, FP-Rh probe ABPP; Acyl-protein thioesterase 2 (Homo sapiens), O95372; recombinant LYPLA2; inhibition, % at 5.9 µM; actives 0.38% (n = 320,000); AID 2177, 2009;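 active = inhibition above the screen-wide mean plus 3 SD, limit set per campaign, cut at about 26% in these data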;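 note: 0% = LYPLA2 with DMSO and 100% = wells lacking LYPLA2 enzyme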
pPAFAH inh – pPAFAH enzyme inhibitors, primary screen, biochemical, fluorescence polarization, human | Platelet-activating factor acetylhydrolase (Homo sapiens), Q13093 | inhibition, % at 3.39 µM | recombinant pPAFAH, FP-rhodamine probe fluorescence polarization | actives 1.5% (n = 330,000);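 active = inhibition above the mean inhibition across the screen plus 3 SD, cut at about 25% in these data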;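 note: inhibitors block binding of the rhodamine activity-based probe so polarization drops; 0% = enzyme with DMSO and 100% = wells lacking pPAFAH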
ZTA DNA inh – ZTA (EBV) inhibition in EBNA-1 counter-screen | P03206 | ZTA-DNA binding, fluorescence polarization | inhibition, % at 11 µM | actives 0.15% (n = 320,000); in the data active = inhibition above about 33%
LYPLA1 inh – LYPLA1 inhibitors, primary screen, counter-screen for PME1 inhibitor project, biochemical, fluorescence polarization, FP-Rh probe ABPP; inhibition, % at 5.9 µM; Acyl-protein thioesterase 1 (Homo sapiens), O75608; recombinant LYPLA1; actives 0.16% (n = 320,000);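 active = inhibition above the mean of all tested compounds plus 3 SD, set per campaign, cut at about 14% in these data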;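 note: inhibitors block serine hydrolase probe labeling of LYPLA1 so polarization falls; 0% = enzyme with DMSO and 100% = wells lacking LYPLA1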
PAFAH2 inh – PAFAH2 enzyme inhibitors, primary screen, biochemical, fluorescence polarization, human | recombinant PAFAH2, FP-rhodamine activity probe | inhibition, % at 3.39 µM | actives 0.99% (n = 340,000);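 active = inhibition above the mean over all tested compounds plus 3 SD, cut at about 30% in these data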;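 note: inhibitors block probe labeling of enzyme so polarization drops; 0% = enzyme with DMSO and 100% = wells lacking PAFAH2 protein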
PREPL inhibitor – PREPL enzyme inhibitors, primary screen, biochemical, fluorescence polarization. Prolyl endopeptidase-like (Homo sapiens), Q4J6C6. recombinant PREPL, fluorescence polarization activity-based probe. inhibition, % at 5.96 µM. actives 0.68% (n = 320,000); in the data active = inhibition above about 43%;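 note: 0% = enzyme with DMSO and 100% = wells lacking enzyme; many of its hits are not listed in these tables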
Numbers without * were called inactive; . = not tested or not shown. These rows are one share of the data; rates above refer to the full screens.

entry	compound	EBNA-1 inh	PAFAH1B2 FP inh	PAFAH1B3 inh	LYPLA2 counter	pPAFAH inh	ZTA DNA inh	LYPLA1 inh	PAFAH2 inh	PREPL inhibitor
1	CN(CC(=O)Nc1ccc(SC(F)F)cc1)C1CCCCC1	-6	6	2	-3	0	3	-1	4	-53
2	Nc1ccc(S(=O)C(F)(F)F)cc1 (stereo not given)	-6	6	8	10	-4	-4	1	-3	7
3	CCCN1CN=C(Nc2nc3ccccc3o2)NC1	-6	.	.	4	-3	10	6	.	-3
4	Cc1cc(C(=O)OCC(=O)N2CC(C)OC(C)C2)ccc1[N+](=O)[O-] (stereo not given)	-3	2	8	7	7	8	-2	-2	3
5	Cc1ccccc1OCCCc1c(C)n[nH]c1C	5	8	4	-1	5	9	6	3	-1
6	COc1ccc(NC(=O)CSc2nnc(Cc3cccn3C)n2-c2ccc(F)cc2)cc1OC	8	3	12	-3	3	2	-1	5	2
7	CSc1cccc(NC(=O)C2(S(=O)(=O)c3ccc(C)cc3)CC2)c1	-7	3	4	2	4	7	2	5	-8
8	COc1ccc(/C(N)=N/OC(=O)CSc2ccccc2)cc1	-1	29*	9	2	5	-3	3	8	-6
9	COc1ccccc1NC(=O)CCN1CCCCCC1	3	5	5	-6	-3	-7	1	-6	21
10	CC1(C)CC(O)CC(C)(C)N1CC(O)COCc1ccccc1 (stereo not given)	-15	5	13	0	3	6	2	9	7
11	O=C(CSc1nnc(NC(=O)c2ccccc2[N+](=O)[O-])s1)NC1CCCC1	8	-1	7	-1	1	28	0	1	-5
12	CCOC(=O)C1(Cc2cccc(OC)c2)CCN(Cc2cccc3c2OCO3)CC1	-3	0	1	-4	1	-30	-2	-2	-10
13	COc1ccc(Cl)cc1C(=O)N1CCN=C1SC	-11	1	2	1	-6	-6	-1	2	-1
14	COc1ccc(OC)c(/C=N/NC(=O)c2cc3c(OC)c(OC)ccc3[nH]2)c1	2	17	4	-6	23	4	-5	1	16
15	Cc1cc(NC(=O)CSc2nc(Cc3ccc(O)cc3)c(C)[nH]2)no1	-14	5	5	-1	-2	1	2	16	13
16	COc1ccc(C(=O)NCCNC(=O)c2ccccn2)cc1	6	-2	7	0	4	3	-2	1	0
17	O=C(Cc1ccc(Cl)cc1)N1CCN(c2ccc(F)cc2)CC1	2	8	7	0	0	6	0	13	-7
18	CCc1cc(=O)oc2cc(C)cc(OCC(=O)NCCCn3ccnc3)c12	11	0	0	0	2	2	2	-2	-3
19	COc1ccc(Nc2nc(NCC3CCCO3)nc(N)c2[N+](=O)[O-])cc1 (stereo not given)	1	0	-5	6	9	-13	3	5	25
20	CN(C)S(=O)(=O)c1cccc(N=c2scc(-c3ccc4c(c3)NC(=O)CO4)n2CC2CCCO2)c1 (stereo not given)	-4	9	4	9	14	-2	-1	2	29

Marked active in PAFAH1B2 FP inh, among the entries above:
no.	molecule	EBNA-1 inh	PAFAH1B2 FP inh	PAFAH1B3 inh	pPAFAH inh	PAFAH2 inh	PREPL inhibitor
8	COc1ccc(/C(N)=N/OC(=O)CSc2ccccc2)cc1	-1	29*	9	5	8	-6

(listing goes on)
entry	compound	EBNA-1 inh	PAFAH1B2 FP inh	PAFAH1B3 inh	LYPLA2 counter	pPAFAH inh	ZTA DNA inh	LYPLA1 inh	PAFAH2 inh	PREPL inhibitor
21	CCCOc1ccc(C2C(=O)N(C3CCCCCC3)CC(=O)N2Cc2ccco2)cc1OC (stereo not given)	10	-2	5	-5	-5	4	-2	-1	7
22	N#CCCN(C(=O)COC(=O)c1ccc2c(=O)n3c(nc2c1)CCC3)c1ccccc1	5	9	2	-1	0	9	2	7	7
23	O=C(Nc1cccc(Cl)c1)C1CC1c1ccccc1 (stereo not given)	-11	1	5	-5	1	0	-1	-1	8
24	COc1ccc(CCNC(=O)c2cc3c(=O)n4cccc(C)c4nc3n(CCCN3CCOCC3)c2=N)cc1	2	5	-1	2	2	-9	-1	-3	53*
25	COCCN(C(=O)c1csnn1)C(C(=O)NC1CCCCC1)c1cccs1 (stereo not given)	14	1	3	8	4	2	3	-1	-10
26	NC(=S)c1ccc(C(N)=S)o1	-8	2	-9	-3	5	-9	2	0	0
27	COC(=O)c1ccccc1-c1ccc(C(c2c(C)[nH][nH]c2=O)c2c(C)[nH][nH]c2=O)o1	3	1	8	2	-1	-10	0	2	7
28	Cc1ccc(S(=O)(=O)Nc2ccc(N=Nc3ccc(O)cc3)cc2)cc1	-8	5	-11	-13	17	-10	-9	-2	21
29	CCOC(=O)C1CCN(C(=O)C2CCN(c3nc4ccc(OC)cc4s3)CC2)CC1	7	0	5	18	2	-4	0	3	8
30	CN(c1cccc(NC(=O)c2ccc(N(C)S(=O)(=O)c3ccccc3)cc2)c1)S(C)(=O)=O	-21	7	3	-2	5	-14	1	0	-7
31	CC(=O)N1c2ccc(S(=O)(=O)NCCC(=O)Nc3ccc(F)cc3C)cc2CC1C (stereo not given)	-7	-3	4	-1	-9	-13	-4	-15	12
32	COc1cc(/C=N/N2CCN(Cc3ccc(Cl)cc3)CC2)ccc1OC(C)=O	-16	6	1	12	0	-3	4	4	41
33	O=C(NCc1ccccc1CN1CCOCC1)c1ccc(-n2cccn2)cc1	.	2	-4	.	7	.	.	5	13
34	CC(=O)Nc1ccc(NC(=O)C(C)OC(=O)C2CCC2)cc1 (stereo not given)	-6	-1	7	-1	-7	10	1	5	0
35	CC(C)(C)NC(=O)c1ccc2c(c1)C(=O)N(C1CCCCC1)C2=O	-8	6	6	9	-3	-23	5	-74	-7
36	Cc1nnsc1C(=O)N/N=C/c1ccc(OC(F)(F)F)cc1	0	-2	-1	-1	4	11	-2	4	-1
37	NNC(=O)Cn1c(-c2ccccn2)nc2ccccc21	8	0	4	-2	12	9	-5	-1	26
38	Nc1ncnc(Sc2ccc(Cl)cc2)c1[N+](=O)[O-]	7	1	7	4	3	13	1	-20	0
39	CCOC(=O)c1sc(=S)n(C)c1NC(=O)c1ccc(F)cc1	0	4	6	16	3	-19	1	-2	5
40	COC(=O)c1c(NC(=O)C2SC(=NC3CCCCC3)C(C(N)=O)=C2N)sc2c1CCCC2 (stereo not given)	-2	5	7	-4	2	-11	0	-12	5
41	CCOC(=O)Cn1nc(C)c2ccccc2c1=O	6	4	2	4	2	13	-1	2	1
42	O=C(CN1CCN(c2ccccn2)CC1)Nc1cccc(Cl)c1Cl	-13	19	23	-2	0	3	-3	26	-34
43	COc1ccc(OCCn2cc(C=O)c3ccccc32)cc1	-7	4	1	2	4	-2	0	-1	-6
44	CCC(=O)N1CCC(NC(=O)Nc2ccc(OC(F)(F)F)cc2)CC1	.	8	20	2	4	-16	0	7	22
45	O=C(COC(=O)c1ccc(O)cc1O)NC12CC3CC(CC(C3)C1)C2	.	12	-2	-2	12	3	-2	75*	1
46	Cc1ccc2cc(CCNC(=O)c3ccc(S(=O)(=O)N4CCOCC4)cc3)c(=O)[nH]c2c1	11	7	3	4	-4	-12	-2	-3	8
47	COCCCNC(=O)CCCn1c(=O)c2ccccc2n(Cc2cccc([N+](=O)[O-])c2)c1=O	-9	1	6	-6	-3	-10	0	-6	-8
48	N=c1c(C(=O)NCc2ccc(F)cc2)cc2c(=O)n3ccccc3nc2n1Cc1cccnc1	1	-2	3	2	19	16	-2	8	45*
49	CC(=C\C(=O)O)/C(=C/c1ccccc1)C(=O)O	3	1	6	1	-2	7	1	-4	5
50	Cc1ccc(OCCC(=O)OCC(=O)c2c(N)n(C)c(=O)n(C)c2=O)cc1	-11	5	0	3	-6	0	0	5	3
51	COc1ccc2c(C)c(CC(=O)N3CCN(C(=O)C4COc5ccccc5O4)CC3)c(=O)oc2c1 (stereo not given)	6	-2	2	7	3	10	-1	2	1
52	O=C(CCNC(=O)c1ccccc1Cl)Nc1nccs1	5	8	9	3	8	-3	2	6	-8
53	Cc1nnc(SCC(=O)NC(=O)NCc2ccco2)s1	10	0	2	21	4	4	4	-2	-11
54	CC(C)N(CCc1ccncc1)C(=S)Nc1cccc(Cl)c1	4	2	8	-8	9	11	-3	1	-2
55	COC(=O)c1sccc1NC(=S)N(C)C1CCCCC1	12	2	8	-1	3	8	-3	1	0
56	C/C(=N\NC(=O)COc1cccc(Cl)c1)c1ccc2c(c1)OCCO2	-8	2	0	-10	-2	-4	-3	0	7
57	CC(=O)c1c(N2CCN(c3ccc(F)cc3)CC2)nc(=S)n(-c2ccccc2)c1C	-5	4	5	6	1	6	4	-6	1
58	CN1C(=O)Nc2cccc3cccc1c23	6	6	-4	-1	1	-5	-1	-2	18
59	CN(C)S(=O)(=O)c1ccc(C(=O)NCc2ccco2)cc1	-4	3	7	-6	0	-3	-2	8	9
60	O=C(COc1ccc(S(=O)(=O)N2CCOCC2)cc1)N1CCN(c2ccccc2)CC1	4	4	-3	0	4	-10	0	1	14
61	CCOCCCNC(=O)C(NC(=O)c1ccccn1)c1ccc(C)cc1 (stereo not given)	-5	3	7	-6	3	3	-1	-6	7
62	O=C(C[C@@H]1C/C=C\CCC(=O)OC[C@@H]2CCCN2C1=O)NCCO	.	0	3	.	-1	.	.	16	16
63	COc1ccc(N2CC(O)(c3ccc(OC(F)F)cc3)[N+]3=C2CCCC3)cc1 (stereo not given)	1	-2	8	13	-2	-2	-1	-7	21
64	CCc1nn(CC(=O)NC(C)CCc2ccccc2)c(=O)c2cc3occc3n12 (stereo not given)	3	6	2	2	1	-8	-2	-4	-2
65	CCOc1cc(/C=N/NC(=O)C(=O)NCCCOC(C)C)cc(Br)c1O	7	3	8	-1	-2	-4	2	-5	7
66	CCOC(=O)c1c(C)oc2c1c(CN1CCN(C(=O)OCC)CC1)c(O)c1ccccc12	10	-1	1	-4	5	-3	-1	6	6
67	Cn1c(CCc2ccccc2)nnc1SCC(=O)N1CCOCC1	-3	4	5	4	2	1	3	8	6
68	COc1ccc(N2CC(O)(c3ccc(C)cc3)[N+]3=C2CCCC3)cc1 (stereo not given)	9	2	8	12	4	-1	1	2	-10
69	COc1ccc2c(c1)[nH]c1c(=O)n(Cc3ccncc3)cnc12	-8	6	6	-2	2	2	-8	3	-7
70	Cc1nc(SCC(=O)c2ccccc2)[nH]c(=O)c1Oc1ccc(Cl)cc1	-5	20	11	-1	3	-12	0	7	2

Remaining list, next part.
entry	compound	EBNA-1 inh	PAFAH1B2 FP inh	PAFAH1B3 inh	LYPLA2 counter	pPAFAH inh	ZTA DNA inh	LYPLA1 inh	PAFAH2 inh	PREPL inhibitor
71	COc1ccc(NC(=O)Cn2nnc(-c3ccccc3NC(=O)c3cccs3)n2)cc1	3	-5	-10	2	1	2	-1	-29	4
72	COc1ccc(-c2csc(NC(=O)CSC(C)C(=O)Nc3cc(C)on3)n2)cc1OC (stereo not given)	.	1	3	5	-1	1	1	3	2
73	O=C(Cn1c(NCCCO)nc2ccccc21)c1cccc(Br)c1	-13	2	5	1	-1	4	-2	-1	0
74	Cc1nc2ccccc2c2oc(C(=O)NCCCN3CC(C)CC(C)C3)cc12 (stereo not given)	11	-2	10	-4	7	19	0	5	-5
75	O=C(Nc1ccncc1)Nc1ccccc1Cl	4	8	3	-8	2	4	-5	-5	-3
76	COCCN1C(=O)c2ccc(C(=O)Nc3cccnc3)cc2C1=O	0	-2	-1	0	-2	-4	-7	0	-2
77	COc1ccc(/C=N/N2C(=O)c3ccccc3C2=O)cc1	-2	0	8	-1	-1	-6	1	-10	-1
